Screening data: PubChem, several laboratories
N-glyco inh – increase of ERlucT glycosylation luciferase signal, primary screen, N-linked glycosylation inhibitor project, D54 ERlucT cells, luminescence, set 2; D54 ERlucT glycosylation luciferase reporter, 24 h; percent of 100 nM tunicamycin response; reporter increase, % at 12.5 µM; 360,000 compounds, 0.23% hits; AID 588692, 2011;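 active means mean luciferase reporter signal, scaled so untreated is 0 and the glycosylation-blocking control 100, at or above a set limit in every replicate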;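 further: luciferase carries N-glycosylation sites so blocking glycosylation raises the light; 0% = median of neutral control wells and 100% = median of 100 nM tunicamycin wells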
HTR2A ag – mouse Htr2a agonists via beta-arrestin recruitment, primary screen, cell-based, luminescence | 5-hydroxytryptamine receptor 2A (Mus musculus), P35363 | AID 624169, 2012 | 360,000 compounds, 0.66% hits | CHO-K1 mHTR2A beta-arrestin complementation; percent of 30 µM serotonin response | activation, % at 7.6 µM;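 active means activation above a run cutoff, the mean activation of all tested compounds plus 3 SD, cut at about 14% in these data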;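 further: 0% = plate median of compound wells and 100% = 30 µM serotonin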
Vif imaging – HIV Vif self-association inhibitors, primary screen, imaging, HEK293T, single point. inhibition, % at 7.49 µM. AID 602346, 2012. 340,000 compounds, 0.35% hits. HEK293T cells, Vif self-association by quenched fluorescence, 24 h; in the data active means inhibition above about 50%, passing the limit was not always enough; further: some results filed as inactive read as strong as hits
Cardio protect – cardioprotection against H2O2-induced cell death, primary screen, uHTS, H9c2 cells, ATPLite luminescence | H9c2 cardiomyocytes, H2O2 injury protection, 2 h | protection from H2O2 cell death, % at 20 µM | 360,000 compounds, 0.63% hits;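 active means compounds giving at least 50% protection of heart cells from peroxide-induced death in the single-dose screen, raw or plate-pattern-corrected value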;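 further: 0% = DMSO wells with peroxide and 100% = DMSO wells without peroxide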
hiPSC survival – enhancers of single-cell hiPSC survival, primary screen, ATPlite luminescence | 100% = ROCK inhibitor wells, 0% = DMSO | 360,000 compounds, 0.044% hits | AID 602274, 2012 | survival enhancement, % at 20 µM; in the data active means survival enhancement above about 18%;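 further: cells exposed to compounds for 16 hours before the ATP read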
aDG glyco up – activators of alpha-DG glycosylation, primary screen, uHTS, Pro5-aDG cells, AlphaScreen; alpha-DG glycosylation AlphaScreen (IIH6); 0% Pro5, 100% B10-LARGE cell signal; activation, % at 10 µM; 360,000 compounds, 0.22% hits; AID 624168, 2012;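 active means activation of at least 8% versus controls, or a plate z-score of at least 8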;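 further: Pro5 are CHO cells carrying HIG-tagged alpha-DG that lacks glycosylation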
ABCB6 inh 2 – ABCB6 transporter inhibitors, primary screen, K562-ABCB6 cells, flow cytometry, MLPCN library; ATP-binding cassette sub-family B member 6 (Homo sapiens), Q9NP58; K562-ABCB6 porphyrin accumulation, 1 h; stronger effect = lower value; fluorescence ratio to DMSO, % at 10 µM; 360,000 compounds, 0.19% hits;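 active means fluorescence ratio to DMSO below 75%, the collection mean minus 3 SD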;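 further: signal is porphyrin accumulated inside mitochondria; 100% equals median channel fluorescence of DMSO control wells; lower ratio means ABCB6 inhibition with less porphyrin fluorescence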
Target sequence (Q9NP58 whole entry, looked up): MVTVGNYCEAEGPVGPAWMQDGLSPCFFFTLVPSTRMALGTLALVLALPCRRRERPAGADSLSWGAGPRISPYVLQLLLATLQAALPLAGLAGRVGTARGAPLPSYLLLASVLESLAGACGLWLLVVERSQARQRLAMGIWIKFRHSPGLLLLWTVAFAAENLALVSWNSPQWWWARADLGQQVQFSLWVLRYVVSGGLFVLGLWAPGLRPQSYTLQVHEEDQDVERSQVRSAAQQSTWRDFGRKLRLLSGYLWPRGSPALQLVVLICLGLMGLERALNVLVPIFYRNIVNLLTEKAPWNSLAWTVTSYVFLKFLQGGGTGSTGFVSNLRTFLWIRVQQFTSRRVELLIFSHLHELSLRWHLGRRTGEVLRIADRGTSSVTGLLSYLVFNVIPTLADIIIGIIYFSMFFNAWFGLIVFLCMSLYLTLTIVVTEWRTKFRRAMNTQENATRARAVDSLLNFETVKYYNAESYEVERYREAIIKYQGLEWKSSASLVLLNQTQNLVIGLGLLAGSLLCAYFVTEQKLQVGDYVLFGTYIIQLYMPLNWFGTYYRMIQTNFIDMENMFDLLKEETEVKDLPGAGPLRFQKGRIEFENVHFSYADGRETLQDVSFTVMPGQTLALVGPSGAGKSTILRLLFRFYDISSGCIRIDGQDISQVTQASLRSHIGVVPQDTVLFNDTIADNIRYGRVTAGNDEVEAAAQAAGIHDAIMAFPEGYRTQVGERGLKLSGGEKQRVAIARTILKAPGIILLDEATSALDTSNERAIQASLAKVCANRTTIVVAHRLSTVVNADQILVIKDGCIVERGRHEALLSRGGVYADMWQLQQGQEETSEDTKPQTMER
PDI turbidity – inhibitors of human PDI, primary screen, biochemical, turbidity, single point, plate reader; inhibition, % at 10 µM; 350,000 compounds, 0.052% hits; PDI insulin aggregation turbidity, A650, 90 min; Protein disulfide-isomerase (Homo sapiens), P07237;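 active means mean inhibition across replicates of 30% or more, whatever share of single replicates reach that level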;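 further: absorbance from insulin aggregation driven by PDI reduction with DTT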
Granule exo inh – LAMP-1 surface exposure blockers, TALL-104 cells – cell-based, flow cytometry, MLPCN library, primary screen; TALL-104 LAMP-1 surface exposure; cells stimulated with thapsigargin and PMA; inhibition, % at 10 µM; 360,000 compounds, 0.66% hits;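 active means inhibition above about 55%, limit read from the data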
CaV13 ICDI inh – Primary screen for inhibitors of IQ motif and Ca2+-dependent inactivation inhibitor domain binding in CACNA1D, Förster resonance energy transfer in living cells, …; 340,000 compounds, 0.098% hits; inhibition, % at 12.3 µM; HEK cells, CFP/YFP FRET ICDI-IQ, plate reader, 10 min; percent FRET-ratio fall versus neutral wells; AID 743397;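 active means mean replicate inhibition of at least 30% and at least 1% of replicates passing that level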;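 further: 0% = median of the neutral control wells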
Active calls of the source: *; · = no result given. An excerpt; rates above refer to the full screens.

nr | Compound | N-glyco inh | HTR2A ag | Vif imaging | Cardio protect | hiPSC survival | aDG glyco up | ABCB6 inh 2 | PDI turbidity | Granule exo inh | CaV13 ICDI inh
1 | CC(C)N1CCN(c2ccc(O)cc2)CC1 | -3 | -3 | 2 | 8 | 0.5 | 0.1 | 100 | 9 | 3 | -3
2 | C[C@@H]1CN([C@@H](C)CO)C(=O)CCCn2nncc2CO[C@H]1CN(C)C(=O)Oc1ccccc1 | 2 | -1 | -5 | 2 | -3.3 | -0.3 | 98 | 9 | -4 | -2
3 | COc1cc(CN2CC=C(c3ccc(F)cc3)CC2)cc(OC)c1 | 0 | -6 | -5 | 10 | 0.3 | 0.1 | 105 | 5 | -3 | -2
4 | CS(=O)(=O)c1ccc(C2=C(CNC(=O)c3cccs3)[C@H]3CC[C@@H](C2)N3Cc2ccccc2)cc1 | 0 | 1 | -3 | 10 | 0.0 | -0.4 | 94 | -9 | -2 | -3
5 | CC(=O)OC(C)(C)/C=C/C(=O)[C@](C)(O)C1[C@H](O)C[C@@]2(C)C3CC=C4C(C[C@H](O)C(=O)C4(C)C)[C@]3(C)C(=O)C[C@]12C (stereo not given in full) | -20 | 16* | · | 5 | -3.2 | 2.6 | 88 | -2 | 4 | ·
6 | COC(=O)C1=C(c2ccc(OC)c(OC)c2)C[C@@H]2CC[C@H]1N2C(=O)NCCOc1ccccc1 | -1 | -7 | 6 | 5 | 2.3 | 0.2 | 101 | 2 | 9 | -6
7 | COC(=O)C1=C(c2c(C)noc2C)C[C@@H]2CC[C@H]1N2C(=O)NCc1ccc(F)cc1 | 1 | 4 | -3 | 12 | -2.6 | 0.0 | 101 | 1 | -3 | -12
8 | Cc1ccc(-c2nc(N(C)C3CCN(C)CC3)c3ccccc3n2)cc1 | 49* | -8 | · | 20 | -5.1 | -0.2 | 90 | 1 | 0 | ·
9 | N[C@@H](Cc1c[nH]c2ccccc12)c1nnc(SCc2ccccc2F)o1 | 1 | 0 | 0 | 8 | 0.5 | 0.8 | 101 | 4 | -3 | ·
10 | CCOP(=S)(OCC)N1CC1 | 2 | 5 | 15 | 3 | 0.4 | -0.1 | 103 | 14 | 19 | -6
11 | CC(C(=O)Nc1ccc(Br)cc1C(=O)c1ccccc1)N1CCOCC1 (stereo not given) | -3 | 1 | -4 | 14 | -1.7 | 0.2 | 102 | -1 | 0 | -4
12 | O=[N+]([O-])c1cccc(O)c1 | 0 | 1 | -5 | -2 | -1.5 | -0.1 | 102 | · | 0 | ·
13 | Cn1c(C(=O)N2CCC(C(=O)N3CCC4(CC3)OCCO4)CC2)cc2sccc21 | 4 | 3 | -1 | -1 | 2.3 | -0.1 | 91 | -4 | -1 | ·
14 | CC(=O)OC1CCC2(C)C(=CC(=O)C3C2CCC2(C)C(OC(C)=O)CCC32)C1 (stereo not given) | 12 | 9 | 7 | 2 | 0.3 | 0.1 | 96 | -4 | -5 | -5
15 | C[C@@H]1COc2cc(N3CCN(C)CC3)ccc2S(=O)(=O)N1 | · | -1 | · | · | -0.2 | 0.3 | 101 | · | 4 | ·
16 | N=C1c2ccccc2CN1c1ncccn1 | -1 | 1 | -6 | 4 | 0.0 | 0.2 | 100 | 3 | 0 | -6
17 | O=P(CCl)(Nc1ccccc1)C(Cl)(Cl)Cl (stereo not given) | 4 | 1 | -6 | 15 | 0.2 | -0.2 | 101 | -5 | -3 | -18
18 | CCn1cc(C(=O)c2ccccc2)c2ccccc21 | 3 | -3 | 1 | -3 | 1.9 | 0.1 | 111 | -5 | -3 | -8
19 | COC1CCC(OC2CC(C3(C)CCC4(CC(O)C(C)C(C(C)/C=C(\C)C(=O)C(C)CC(C)C(=O)O)O4)O3)OC3(OC(C4OC(O)(CO)C(C)CC4C)CC3C)C2C)OC1C (stereo not given) | -15 | -4 | -14 | -19 | -4.0 | -0.5 | 87 | 15 | 78* | -3
20 | COc1ccc2c(c1)NP(=S)(c1ccccc1)N2 (stereo not given) | -2 | 1 | -17 | 10 | 1.4 | -0.1 | 99 | -4 | 1 | -8

Continuation.
nr | Compound | N-glyco inh | HTR2A ag | Vif imaging | Cardio protect | hiPSC survival | aDG glyco up | ABCB6 inh 2 | PDI turbidity | Granule exo inh | CaV13 ICDI inh
21 | CNC(=O)Oc1ccc2ncccc2c1 | 2 | 1 | -13 | 2 | -1.0 | 0.0 | 94 | 7 | 0 | ·
22 | O=P(NS(=O)(=O)c1ccccc1)(Oc1ccccc1)Oc1ccccc1 | -1 | 2 | -1 | 0 | -0.1 | -0.2 | 100 | -2 | 0 | -7
23 | O=c1c2ccccc2nc(-c2ccco2)n1-c1ccccn1 | 1 | -5 | -3 | 24 | 5.8 | -0.2 | 99 | -1 | -1 | -2
24 | CC1=NN(c2ccccc2)C(=O)C1/C=C1\C(=O)NC(=O)N(c2cc(C)cc(C)c2)C1=O (stereo not given) | -1 | -2 | 8 | -2 | 1.3 | -0.1 | 106 | 20 | -4 | -5
25 | CCC(C)C1N=C(c2ccccc2)c2cc(Cl)ccc2N(CC(=O)NCc2ccco2)C1=O (stereo not given) | 1 | 0 | -12 | -16 | -1.8 | 0.4 | 101 | -6 | 0 | -6
26 | CCOC(=O)C1CCN(C=C2C(=O)N(C)C(=S)N(C)C2=O)CC1 | -1 | -2 | -7 | -1 | 4.6 | -0.3 | 102 | -5 | -6 | -6
27 | COC(=O)C1=C(c2cccc(C#N)c2)C[C@@H]2CC[C@H]1N2C(=O)N1CCc2cc(OC)c(OC)cc2C1 | 2 | 2 | 7 | 2 | -0.7 | 0.0 | 97 | -3 | -8 | -10
28 | Cc1ccc(N2CCN(CCc3ccccc3)CC2)cc1 | -1 | -5 | 5 | -1 | 0.8 | -0.1 | 97 | -2 | 3 | -8
29 | N/C(=N\N=C/c1ccc(-c2ccc(O)c(C(=O)O)c2)o1)N[N+](=O)[O-] | 1 | 1 | 3 | 6 | 1.3 | 0.1 | 101 | -3 | 1 | -4
30 | Cc1c(N=Cc2c(O)n(CCc3ccccc3)c(=O)[nH]c2=O)c(=O)n(-c2ccccc2)n1C | -6 | 0 | -56 | 21 | -0.3 | 0.2 | 98 | 5 | -6 | -6
31 | O=C(CNC(=O)OCc1ccccc1)Nc1ccc(Br)cc1C(=O)c1ccccc1 | -3 | -1 | -1 | -31 | -0.4 | 0.0 | 84 | 1 | 14 | -4
32 | O=c1[nH]c(=O)n(-c2ccccc2F)c(O)c1/C=C1\C=Nc2ccccc21 | 8 | -1 | 1 | 6 | 2.6 | 0.1 | 101 | 9 | 6 | -2
33 | O=C(NCCN1CCCCC1)c1ccc(Cl)nc1Cl | 0 | -3 | · | 0 | 1.2 | -0.2 | 101 | -1 | 5 | -4
34 | O=C(NC(=S)N1C[C@H]2C[C@H](C1)c1cccc(=O)n1C2)c1ccc(Cl)cc1 | -1 | 6 | -2 | -2 | 1.2 | 0.0 | 87 | · | -5 | ·
35 | COc1ccc(C(CNC(=O)Cc2ccc(Cl)c(Cl)c2)N(C)C)cc1 (stereo not given) | -3 | -2 | -12 | 4 | 0.4 | 0.5 | 99 | -4 | -1 | -6
36 | CC[N+](CC)(CC#CCO)CC#Cc1ccccc1 | -1 | 4 | -4 | 12 | 3.1 | 0.2 | 102 | 3 | -3 | -4
37 | C[C@@H]1CN([C@H](C)CO)C(=O)CCCn2cc(nn2)CO[C@H]1CN(C)C(=O)Oc1cccc2ccccc12 | -1 | 3 | 4 | -1 | 1.7 | 0.7 | 97 | 0 | 5 | -3
38 | O=C(CCN1CCOCC1)Nc1ccc(Br)cc1C(=O)c1ccccc1 | 1 | 1 | -1 | -1 | 0.0 | -0.1 | 106 | -4 | -1 | -21
39 | Cc1cc(OC(C)C(=O)N[C@H](C(=O)O)c2ccccc2)c2c3c(c(=O)oc2c1)CCC3 (stereo not given in full) | 0 | 2 | -7 | 0 | -0.4 | 0.1 | 103 | · | -1 | ·
40 | CCCCOc1nc2ccccc2c(=O)n1-c1ccccc1 | 3 | -2 | 0 | -2 | -1.8 | 0.2 | 107 | -1 | 8 | 0

A draw from above in order of SMILES length, low to high.
nr | Compound | N-glyco inh | HTR2A ag | Vif imaging | Cardio protect | hiPSC survival | aDG glyco up | ABCB6 inh 2 | PDI turbidity | Granule exo inh | CaV13 ICDI inh
21 | CNC(=O)Oc1ccc2ncccc2c1 | 2 | 1 | -13 | 2 | -1.0 | 0.0 | 94 | 7 | 0 | ·
22 | O=P(NS(=O)(=O)c1ccccc1)(Oc1ccccc1)Oc1ccccc1 | -1 | 2 | -1 | 0 | -0.1 | -0.2 | 100 | -2 | 0 | -7
26 | CCOC(=O)C1CCN(C=C2C(=O)N(C)C(=S)N(C)C2=O)CC1 | -1 | -2 | -7 | -1 | 4.6 | -0.3 | 102 | -5 | -6 | -6
29 | N/C(=N\N=C/c1ccc(-c2ccc(O)c(C(=O)O)c2)o1)N[N+](=O)[O-] | 1 | 1 | 3 | 6 | 1.3 | 0.1 | 101 | -3 | 1 | -4
25 | CCC(C)C1N=C(c2ccccc2)c2cc(Cl)ccc2N(CC(=O)NCc2ccco2)C1=O (stereo not given) | 1 | 0 | -12 | -16 | -1.8 | 0.4 | 101 | -6 | 0 | -6
24 | CC1=NN(c2ccccc2)C(=O)C1/C=C1\C(=O)NC(=O)N(c2cc(C)cc(C)c2)C1=O (stereo not given) | -1 | -2 | 8 | -2 | 1.3 | -0.1 | 106 | 20 | -4 | -5
27 | COC(=O)C1=C(c2cccc(C#N)c2)C[C@@H]2CC[C@H]1N2C(=O)N1CCc2cc(OC)c(OC)cc2C1 | 2 | 2 | 7 | 2 | -0.7 | 0.0 | 97 | -3 | -8 | -10
37 | C[C@@H]1CN([C@H](C)CO)C(=O)CCCn2cc(nn2)CO[C@H]1CN(C)C(=O)Oc1cccc2ccccc12 | -1 | 3 | 4 | -1 | 1.7 | 0.7 | 97 | 0 | 5 | -3

Further compounds:
nr | Compound | N-glyco inh | HTR2A ag | Vif imaging | Cardio protect | hiPSC survival | aDG glyco up | ABCB6 inh 2 | PDI turbidity | Granule exo inh | CaV13 ICDI inh
41 | COc1ccc(-n2nnnc2C(c2cc3ccccc3o2)N2CCC(n3c(=O)[nH]c4ccccc43)CC2)cc1 (stereo not given) | -14 | 16* | · | 10 | -1.1 | -0.2 | 89 | · | 51 | -7
42 | COc1ccc(CCn2c(O)c(C=Nc3ccc(F)cc3)c(=O)[nH]c2=O)cc1OC | -3 | 5 | -5 | -1 | -0.8 | 0.1 | 94 | 0 | 3 | -16
43 | O=C1CCCC2C3CCCN4CCCC(CN12)C34 (stereo not given) | 1 | 7 | 26 | 0 | -2.9 | -0.1 | 103 | · | 2 | ·
44 | CSc1ncc(Br)c(N2CC2)n1 | 7 | -5 | -1 | 1 | 1.9 | -0.1 | 109 | 1 | 4 | -4
45 | CCCC(C)C1(CC)C(=O)NC(=O)N=C1N (stereo not given) | 2 | 6 | 6 | -3 | -1.7 | -0.2 | 96 | 10 | -1 | -6
46 | N#CC(C#N)=Cc1ccc(N2CCCC2)cc1 | -2 | -4 | -6 | -21 | -0.4 | 0.1 | 91 | -11 | -1 | 4
